mcGAS inh: cyclic GMP-AMP synthase inhibitors, mouse, primary biochemical chemiluminescence; AID 1259399, 2018; recombinant cGAS, Kinase-Glo ATP depletion luminescence; Q8C6L5; 0.15% of 160,000 active; inhibition, % at 12.5 µM;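 further: 0% = negative control wells and 100% = reference inhibitor with no enzyme activity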
hcGAS inh: Primary biochemical luminescence assay for human cyclic GMP-AMP synthase inhibitors | Q8N884 | recombinant h-cGAS, ATP depletion, Kinase-Glo luminescence | inhibition, % at 12.5 µM | 0.081% of 290,000 active;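 further: 0% = vehicle reaction and 100% = reaction without DNA for no activity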
Target sequence (Q8N884 whole entry, looked up): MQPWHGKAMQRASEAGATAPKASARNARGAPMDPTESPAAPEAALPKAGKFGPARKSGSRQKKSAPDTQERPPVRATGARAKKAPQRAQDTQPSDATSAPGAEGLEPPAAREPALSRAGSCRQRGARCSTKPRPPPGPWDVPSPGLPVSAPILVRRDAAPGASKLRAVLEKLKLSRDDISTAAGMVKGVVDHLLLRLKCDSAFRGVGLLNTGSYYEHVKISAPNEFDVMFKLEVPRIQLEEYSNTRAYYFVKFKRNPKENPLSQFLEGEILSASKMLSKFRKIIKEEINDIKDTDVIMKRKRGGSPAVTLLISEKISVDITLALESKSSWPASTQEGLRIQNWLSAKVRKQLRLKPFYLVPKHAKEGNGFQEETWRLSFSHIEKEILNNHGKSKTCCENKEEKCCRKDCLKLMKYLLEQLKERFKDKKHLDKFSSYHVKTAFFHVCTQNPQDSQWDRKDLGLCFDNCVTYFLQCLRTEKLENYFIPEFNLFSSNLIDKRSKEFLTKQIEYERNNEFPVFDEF
NPYLR7 ag: agonists of mosquito NPYLR7 receptor, primary screen, cell-based, Aedes aegypti, calcium fluorescence, mosquito biting behavior; 0.15% of 270,000 active; HEK293T NPYLR7/Galpha15, GCaMP6s calcium fluorescence; Aedes aegypti neuropeptide Y-like receptor 7 (NPYLR7); activation, % at 10 µM; in the data active means activation above about 40%;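 further: 0% = vehicle and 100% = reference agonist at the receptor; some compounds past the cut are filed as inactive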
Active calls of the source: *; / = not tested or not shown. Unless noted, no stated cut-off is given here; in the data, active means inhibition above about 40%; inactive means the rest.

SMILES	mcGAS inh	hcGAS inh	NPYLR7 ag
CCCC(=O)N1CCN(c2nc(CN3CCOCC3)cs2)CC1	-6	-6	/
CCOc1ccccc1N1C(=O)C2C(c3ccccc3)C=CC(c3ccccc3)C2C1=O (stereo not drawn)	/	-3	6
COc1cc(CN2CCn3nc(C(=O)NC4CCCCNC4=O)cc3C2=O)cc(OC)c1 (stereo not drawn)	-3	0	11
Cc1ccc(N2C=CCC(C(N)=O)=C2)cc1	/	2	14
CCN(C)c1cc(Oc2ccc(F)c(F)c2)ncn1	-9	-4	-4
CCc1nc(C)sc1C(=O)NC1(COC)CCCC1	-3	-1	/
CC(C)N=c1ccccn1C(=O)C(C)Oc1ccccc1C#N (stereo not drawn)	/	-4	-3
CC1(C)CC(n2c(NCCO)nc3c(c2=O)C2(CCCCC2)Cc2ccccc2-3)CCO1 (stereo not drawn)	-8	-18	1
CCSc1nnc2c3ccccc3n(C)c2n1	/	-8	0
Cc1nn(-c2ccccc2)c(-c2ccccc2)c1C(=O)NCC(C)C	-7	-3	20
C=CCN(C(=O)c1ccc(=O)[nH]n1)C(C)C(C)C (stereo not drawn)	-16	-8	4
CCOc1ccc(-n2nnc(C(=O)Nc3ccccc3)c2C)cc1	-7	-4	-7
CCC(C)N(Cc1ccc(OS(=O)(=O)c2cccc(C(F)(F)F)c2)cc1)C(=O)Nc1ccc(Cl)cc1 (stereo not drawn)	-4	-4	-9
CC(=O)Nc1ccc(CN2CCC3(CCCN(Cc4cccc(C)c4)C3)C2)cc1 (stereo not drawn)	/	-9	6
Cc1ccccc1NC(=O)C(=O)c1ccc(C2CCCCC2)cc1	1	-1	-1
O=P(Nc1cccc(Cl)c1)(c1ccccc1)c1nc2c(s1)CCCC2 (stereo not drawn)	-3	-3	-1
COc1ccc(C(=O)Nn2cnc3c(cnn3C(C)(C)C)c2=O)cc1	/	-6	2
O=C(Nc1cnn(C23CC4CC(CC(C4)C2)C3)c1)c1nn2cccnc2c1Cl	-8	-5	0
Cc1cc(NC(=O)C(C)Nc2cccc(Cl)c2C)no1 (stereo not drawn)	/	-12	1
COc1ccc(OCCCOc2ccc([N+](=O)[O-])cc2Cl)cc1	/	-5	-6
Cc1noc(C2CCCN(CC(=O)N(C)Cc3ccccc3)C2)n1 (stereo not drawn)	/	-10	17
COc1cccc(C(=O)N(C)CC2CCCN(CCc3ccccc3F)C2)c1OC (stereo not drawn)	/	-7	6
Cc1ccc(CSCCNC(=O)c2cc(S(N)(=O)=O)ccc2C)cc1	/	-4	7
Cc1ccccc1CNC(=O)Cn1c(=O)[nH]c(=O)c2ccccc21	/	-3	4
O=c1[nH]c2c(cc1C1=NN(c3ccccc3)C(c3ccco3)C1)CCCC2 (stereo not drawn)	/	-5	-1
CNC(=O)CN1CCC(NC(=O)N2CCCC2c2cccn2C)CC1 (stereo not drawn)	/	5	-11
COc1ccc2nc(-c3c(OC)ccc4ccccc34)n(Cc3ccccc3)c(=O)c2c1	-8	-8	5
CC(=O)c1ccc(S(=O)(=O)N2CCN(c3ccc4nncn4n3)CC2)cc1	-1	-1	0
CCN1CCC(CCNC(=O)c2cccnc2SC2CCCC2)CC1	/	4	-2
COc1ccc(-c2n[nH]c(=S)n2N=Cc2ccc(O)c(OC)c2)cc1	-3	-3	3
O=C(NCc1cccc(C(F)(F)F)c1)c1ccccc1N1CCC(NS(=O)(=O)c2ccccc2)CC1	-6	-4	-2
CCC(C)N(CC(=O)Nc1ncc(C)s1)C(=O)c1ccc(C)c([N+](=O)[O-])c1 (stereo not drawn)	-5	-7	/
COc1ccc(C2=NC(=Cc3cccc(C#N)c3)C(=O)O2)cc1	/	-8	11
O=C1NC(=Nc2ccccc2)SC1Cc1cccc(Cl)c1Cl (stereo not drawn)	-6	-3	-11
CCN(CCC(=O)Nc1ccc(C(N)=O)cc1)C(=O)c1ccoc1C	/	-10	12
Cc1ccccc1-c1csc(C(C)(O)c2cccnc2)n1 (stereo not drawn)	/	-13	5
Cc1cccc(Nc2ncnc3c2nnn3C)n1	/	-12	12
COC(=O)C1CCN(CC(=O)Nc2cc(C3CCCC3)nn2-c2ccccc2)CC1	/	-4	-2
O=C1c2ccccc2C(=O)C1C1=NCC(c2ccccc2)O1 (stereo not drawn)	/	8	-10
CCC(C)SCC(=O)N1CCC(C)CC1 (stereo not drawn)	/	-9	12
CCOC(=O)c1c(NC(=O)c2ccc([N+](=O)[O-])o2)c(-c2cccc(F)c2)cn1C	-4	-6	8
CCC(C(=O)N1CCN(c2nc(C3CCOCC3)nc3c2c(C)nn3-c2ccccc2)CC1)c1ccccc1 (stereo not drawn)	-4	-4	9
COc1ccc(CCNC(=O)c2c(C)c3c(n2Cc2ccc(F)cc2F)CCCC3)cc1OC	-10	-2	29
O=C(Nc1sc2c(c1C(=O)N1CCOCC1)CCCC2)C1CCCC1	-2	-4	2
CN(Cc1ccccc1)C(=O)c1nn(-c2ccc(F)cc2)c2c1CCC2	/	-5	2
C=CCn1nc(C)c(C(=O)N2CCN(C(=O)c3ccccc3)CC2)c1C	-10	-4	-3
C=CCN1C[C@@H]2C[C@@H](C(=O)NC)N(C(=O)c3cc(C)oc3C)c3cccc(c32)S1(=O)=O	-7	-4	-2
CCOC(=O)N1CCN(C2CCCN(C3CCN(c4ccc(OC)cc4)CC3)C2)CC1 (stereo not drawn)	/	-11	7
CCC(C)N(Cc1cccnc1)C(=O)c1ccc2nc(C)[nH]c2c1 (stereo not drawn)	/	-2	5
Cc1cc(CN(C)C(=O)CC(c2ccccc2)c2ccccc2F)n[nH]1 (stereo not drawn)	/	-1	11
CC(NC(=O)c1cccs1)C(=O)N1CCCC(C(F)(F)F)C1 (stereo not drawn)	/	-7	0
Cc1cccc(CSc2ncc(CO)n2CC(=O)NC2CC2)c1	/	-2	10
CCCCCn1c(=O)c2c(nc3n2CCCN3c2ccc(OC)cc2)n(C)c1=O	/	-3	-4
CN(c1ccccc1)S(=O)(=O)c1cccc(C(=O)N2CCCC(C(N)=O)C2)c1 (stereo not drawn)	/	-1	-3
COc1ccc(N(CCN2C(=O)c3cccc4c(Br)ccc(c34)C2=O)C(=O)c2ccc(C)cc2)cc1	-3	-7	11
CN(C)c1ccc(-c2ccnc3c2CC(C)(C(=O)NCCc2ccccc2)O3)cc1 (stereo not drawn)	-3	3	-1
Nc1nc2c3ccccc3nc(Cc3ccccc3)n2n1	/	-6	13
Cc1nc2ccc(C(=O)N(CC(C)C)c3c(N)n(CC(C)C)c(=O)[nH]c3=O)cc2nc1C	/	5	-4
NC(=O)c1c(NC(=O)C2CCCCC2)sc2c1CCCC2	/	-4	0
O=C(c1c(Cl)cccc1Cl)N1CCN(Cc2cc(=O)c(OCc3ccc(C(F)(F)F)cc3)co2)CC1	-8	-10	23

Structures shown so far with a cyano group (2):
SMILES	mcGAS inh	hcGAS inh	NPYLR7 ag
CC(C)N=c1ccccn1C(=O)C(C)Oc1ccccc1C#N (stereo not drawn)	/	-4	-3
COc1ccc(C2=NC(=Cc3cccc(C#N)c3)C(=O)O2)cc1	/	-8	11

A different layout for 3 compounds above.
| compound | mcGAS inh | hcGAS inh | NPYLR7 ag |
| --- | --- | --- | --- |
| Cc1cc(NC(=O)C(C)Nc2cccc(Cl)c2C)no1 (stereo not drawn) | / | -12 | 1 |
| CCOC(=O)N1CCN(C2CCCN(C3CCN(c4ccc(OC)cc4)CC3)C2)CC1 (stereo not drawn) | / | -11 | 7 |
| CCC(C)N(CC(=O)Nc1ncc(C)s1)C(=O)c1ccc(C)c([N+](=O)[O-])c1 (stereo not drawn) | -5 | -7 | / |

Continued:
SMILES	mcGAS inh	hcGAS inh	NPYLR7 ag
CCOc1ccc(C2C(C#N)=C(SCC(=O)OC)NC(=O)C2C(=O)OC)cc1 (stereo not drawn)	/	-9	6
O=C(C=Cc1ccco1)Nc1ccccc1Cl	/	-3	10
COc1ccc(CC2(C)NC(=O)N(CC(=O)N(C)C)C2=O)cc1OC (stereo not drawn)	-17	-10	4
CCc1ccc(CN2CCN(c3nccc4ccccc34)CC2)nc1	-15	-4	6
COC(=O)c1ccc(CN2C(=O)C(C)ON=C2c2ccc(NC(C)=O)cc2)o1 (stereo not drawn)	/	-5	12
COC(=O)Oc1cncc(C(=O)ON2C(=O)CCC2=O)c1	/	-6	1
C=CCSc1nnc2c(n1)[nH]c1c(C)cc(C)cc12	-3	-9	6
CS(=O)(=O)c1ccc(CN2CC(c3ccccn3)C2)cc1	-13	-4	21
CCCC(=O)Oc1c(S(=O)(=O)c2ccc(C)cc2)c(C)nn1-c1ccccc1	-6	-2	1
O=C(NC1CC1)c1ccnc(N2CCC3(CCCO3)CC2)c1	/	-9	8
COc1ccc(-c2nc(CN3CCN(Cn4ncn(-c5ccccc5)c4=S)CC3)cs2)cc1	/	-11	6
CCCc1cc(=O)[nH]c(-n2nc(C)cc2NC(=O)c2ccc(OC(C)C)cc2)n1	-7	-11	8
COC(=O)C1=C(C)NC2=C(C(=O)CC(c3ccc(Cl)cc3)C2)C1c1ccc(Cl)cc1Cl (stereo not drawn)	-4	-2	-8
Cc1nc2c(c(=O)[nH]1)CCN(C(=O)c1cc(C(F)(F)F)ccc1Cl)C2	/	-5	7
COCCNC(=O)c1ccc(CSc2nnc(-c3ccncc3)n2-c2cccc(Cl)c2)cc1	-4	-5	/
COc1ccc(C(C)(NC(C)=O)c2nc(-c3cnc4ccccc4c3)cs2)cc1 (stereo not drawn)	/	-2	6
CC1CC(C)CN(c2nc(C(F)(F)F)nc3ccccc23)C1 (stereo not drawn)	/	-4	1
O=C(N[C@@H]1CCCCC1NC(=O)C1CCCN(C(=O)c2cccc(Br)c2)C1)c1ccc(F)cc1 (stereo partly drawn)	-9	-9	25
CC1(Cc2ccccc2OC(F)(F)F)C(=O)Nc2ccc(-c3ccsc3)cc21 (stereo not drawn)	-2	-4	4
Cc1cc(CSc2nc3ccccc3c3nc4ccccc4n23)no1	-1	1	8

7 records drawn at random from the list so far, as already listed:
SMILES	mcGAS inh	hcGAS inh	NPYLR7 ag
CS(=O)(=O)c1ccc(CN2CC(c3ccccn3)C2)cc1	-13	-4	21
O=C(C=Cc1ccco1)Nc1ccccc1Cl	/	-3	10
COc1ccc(-c2nc(CN3CCN(Cn4ncn(-c5ccccc5)c4=S)CC3)cs2)cc1	/	-11	6
COc1ccc(CC2(C)NC(=O)N(CC(=O)N(C)C)C2=O)cc1OC (stereo not drawn)	-17	-10	4
O=C(N[C@@H]1CCCCC1NC(=O)C1CCCN(C(=O)c2cccc(Br)c2)C1)c1ccc(F)cc1 (stereo partly drawn)	-9	-9	25
COC(=O)c1ccc(CN2C(=O)C(C)ON=C2c2ccc(NC(C)=O)cc2)o1 (stereo not drawn)	/	-5	12
COc1ccc(C(C)(NC(C)=O)c2nc(-c3cnc4ccccc4c3)cs2)cc1 (stereo not drawn)	/	-2	6

Following part:
SMILES	mcGAS inh	hcGAS inh	NPYLR7 ag
CCOC(=O)N1CCN(C(c2cccc(C(F)(F)F)c2)C2Sc3nc(CC)nn3C2=O)CC1 (stereo not drawn)	-8	-10	-4
CNc1cc(C(=O)N(C)CCc2scnc2C)ccn1	/	-7	8
[O-][n+]1c2c(c3c4non(O)c4ccc31)CCCC2	-1	3	4
Cc1nc(C)c(Cc2cccc(Cl)c2)c(N2CCN(C(=O)C(C)C)CC2)n1	-5	-5	31
CN(CC1(CO)CC1)C(=O)CC1C(=O)NCCN1C1Cc2ccccc2C1 (stereo not drawn)	-17	-6	1
O=C(Cc1cccs1)Nc1cccc(C2SCC(=O)N2c2ccc(F)cc2F)c1 (stereo not drawn)	-4	-3	4
Cc1nc(C2CN(C3CCN(CC(F)(F)F)C3=O)CCO2)n[nH]1 (stereo not drawn)	/	-6	5
COc1ccc(-c2cc(-c3ccccc3)nc(SCc3ccccc3C)c2C#N)cc1	/	1	9
CCN(CC)C(=O)Oc1ccc2c(ccn2Cc2ccccc2OC(F)F)c1-c1ccc(F)c(F)c1	-6	-5	19
CC(C)c1ccc(-c2nnc(SCCS(C)(=O)=O)o2)cc1	-15	-7	22
CC(c1cccc(-c2cccc(-n3cnnc3)c2)c1)N1CCCC1 (stereo not drawn)	/	-3	-2
Cc1cccc(-n2c(SCc3ccc(F)cc3F)nnc2-c2ccc(F)cc2)c1	-6	-7	25
NC(=S)N1N=C(c2ccccc2)CC1c1ccccc1 (stereo not drawn)	/	-3	-7
CC1CCN(c2nc3c(cnn3-c3ccccc3)c(=O)[nH]2)C2CCCCC12 (stereo not drawn)	/	-8	7
c1cc(-c2cccc3cccnc23)nc(N2CCOCC2)c1	1	0	-7
CCN(CC)CCn1ccnc1-c1ccc(C(=O)O)cc1	-10	-3	27
CCc1nc([C@H]2CN(C)C[C@@H]2C(=O)N2Cc3nc(C)n(C)c(=O)c3C2)c(C)[nH]1	1	1	-1
Cc1nn(S(=O)(=O)c2ccc(C(C)C)cc2)c(C)c1S(=O)(=O)N1CCCC(C)C1 (stereo not drawn)	-6	-6	0
CCOC(=O)c1nc2cc(Cl)c(Cl)cc2nc1N1CCCN(C(=O)c2cccs2)CC1	-5	-5	6
CCOCCCNC(=O)c1cc(NC(=O)c2ccc(OC)cc2)ccc1N1CCC(C)CC1	-5	-4	16
CN1c2ccccc2N(C)C1C1C(=N)N2CCCC2C1=O (stereo not drawn)	/	-7	9
COc1ccc(-c2cnc(-c3ccc(CNC(=O)c4cccc(Cl)c4Cl)cc3)[nH]2)cc1	-4	0	-4
CC(C)(C)c1cc(NCCOCCO)n2ncc(-c3ccccc3Cl)c2n1	1	5	5
CCCN(CC1CC(c2cccc(F)c2)=NO1)C(=O)C1CCCC1 (stereo not drawn)	-4	1	-5
Cc1csc2nc(CSc3nnc(-c4cccs4)o3)cc(=O)n12	2	6	-2
CN1CCN(c2ccc(CNC(=O)C3(C)Cc4c(-c5ccc6c(c5)OCO6)ccnc4O3)cc2)CC1 (stereo not drawn)	-5	-6	17

Screening results deposited in PubChem BioAssay by Fisher Drug Discovery Resource Center.
